# Imprint erasure = qHTS Assay for Compounds that Induce Erasure of Genomic Imprints | AID 1948, 2009 | 110,000 compounds, 0.02% hits | mouse ES Peg3-LacZ reporter, beta-gal luminescence, 40 h | Potency, µM (doses to about 60.7 µM), for inactives: top-dose activity change, positive = activation, usual class: activators;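 also: 0% = negative control wells on the plate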
#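 Gelatin-coated wells received 300 freshly trypsinized female ES cells with a Peg3LacZ-Neo reporter on the maternal allele, then incubated 40 hours at 37C. BetaGlo was added for 5 minutes at room temperature before a single luminescence read.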
# p53ts 39C tox = qHTS Screen for Compounds that Selectively Target Cancer Cells with p53 Mutations: Cytotoxicity of p53ts Cells at the Nonpermissive Temperature. H1299-p53A138V viability at 39C, ATP luminescence, 24 h. Potency, µM (highest dose often 46.1 µM), for the others: top-dose activity change, negative = cell killing, actives largely listed as cytotoxic. 130,000 compounds, 1.5% hits. AID 902, 2007; also: nearly all actives have a fitted effect of over 55% in size
# p53ts 32C tox = qHTS Screen for Compounds that Selectively Target Cancer Cells with p53 Mutations: Cytotoxicity of p53ts Cells at the Permissive Temperature; H1299-p53A138V at 32C, ATP luminescence viability, 24 h; Potency, µM (highest dose often 46.1 µM), for the others: at the top dose activity change, negative = cytotoxicity, most hits filed as cytotoxic; 130,000 compounds, 0.93% hits; AID 924, 2007;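 also: 0% = DMSO and -100% = full killing by reference compound; nearly all actives have a fitted effect of over 55% in size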
#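 H1299-p53 A138V cells (temperature-sensitive p53) exposed 24 h to up to 46 uM compound at 32C, where p53 is wild-type in conformation. Viability read as ATP luminescence and normalised to DMSO and 100 uM tamoxifen. AC50 fitted with the Hill equation.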
# IkB signaling = IkB Signaling | Potency, µM (highest dose often 57.1 µM), for inactives: at the top dose IkBa stabilization activation | AID 445, 2006 | 110,000 compounds, 0.04% hits | ABC-DLBCL IkBa-CBG/CBR dual luciferase ratio, 4 h; response scale: scaled: untreated 0%, proteasome inhibitor 100%; active = well fitted curve in the direction sought with a large enough effect in the signal ratio, not every such curve was filed as active; inconclusive = small, poorly fitted or top-dose-only effect, or a change in a side signal; the % refers to the signal ratio;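 also: the direction sought is a rising ratio; 0% = basal untreated cells and 100% = reference inhibitor full response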
#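 Luminescence ratio of IκBα-fused green versus native red beetle luciferase in OCI-Ly3 cells, 4 h post-doxycycline with compound; red signal alone, scaled from basal (0%) to zero light (-100%), flagged nonspecific or cytotoxic effects.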
# Active calls of the source: *; ? = inconclusive; / = not tested or not shown; & = joins results of further samples; [ ] = another dose, or the depositor's remark. Unless noted, calls follow the shape of the dose curve; as a rule, active = well fitted curve in the direction sought with a large enough effect; inconclusive = small, poorly fitted or top-dose-only effect, or another doubt; inactive = no such curve, though single readings can be large; an effect the other way counts as inactive or inconclusive. Unless noted, % is scaled to controls: 0 for no effect and ±100 for the full control effect; potency is read from the fitted curve at half-maximal effect.
SMILES,Imprint erasure,p53ts 39C tox,p53ts 32C tox,IkB signaling
Cc1oc2c(O)c(O)ccc2c(=O)c1-c1cnn(-c2ccccc2)c1,-26%,-2%,-25%,?
O=C(c1cnccn1)N1CCC[C@@]2(CCN(Cc3ccccc3)C2)C1,/,-7%,1%,4.4%[11.4 µM]
CC(=O)N(Cc1cccnc1)c1nc2cc(C)cc(C)c2s1,19%[10.9 µM],-14%,-3%,-0.6%
Cc1cc(Cl)ccc1OCC(=O)Oc1c(Cl)c(Cl)c(Cl)c(Cl)c1Cl,7%[10.9 µM],3%[9.22 µM],5%[9.22 µM],-0.8%[11.4 µM]
CCOc1nc(Nc2ccc(-c3nc4ccccc4o3)cc2)nc(N2CCOCC2)n1,-7%,0%,18%,1.4%
O=C(O)C1C2C=CC(C2)C1C(=O)Nc1ccc(C(=O)N2CCCCC2)c(Cl)c1 (stereo not drawn),-16%,11%,-1%,-0.7%
COc1ccc(-c2csc(C)n2)cc1,/,6%,-7%,/
COc1ccc(C(=O)NCc2cn3c(C)csc3n2)cc1OC,0%,-14%&-7%,0%&12%,-3.0%
O=C(CCN1C(=O)c2ccccc2S1(=O)=O)N1CCN(c2ccccc2)CC1,0%,9%,-3%,1.1%
CCc1ccc2c(c1)CCCN2C(=O)c1ccccc1C(=O)O,-10%,-14%,-3%,9.8%
COc1ccc(-n2c(/C=C/c3ccccc3F)nc3cc(OC)c(OC)cc3c2=O)cc1Cl,-7%[10.9 µM],-12%,-6%,-0.6%
CCCCC(=O)NCCNc1nc2c(c(=O)n(C)c(=O)n2C)n1Cc1ccc(F)cc1,-11%,18%,-6%,1.1%
Cn1c(=O)c2sccc2n2c(CCC(=O)N3CCN(c4cccc(Cl)c4)CC3)nnc12,-8%[10.9 µM],0%,13%,?
CCOC(=O)c1oc2ccccc2c1NC(=O)c1cc(OC)cc(OC)c1,-6%,-18%,-14%,4.7%
Cc1ccc(NC(=O)N2CCC(C(=O)NCc3ccccc3)CC2)cc1,-8%,1%,1%,0.5%
CCN1CCN(Cc2nc3cc(NC(=O)c4cccc([N+](=O)[O-])c4)ccc3n2CC)CC1,-20%[10.9 µM],-9%,3%,2.2%
O=C(CSc1nc(O)c(C/C=C/c2ccccc2)c(=O)[nH]1)Nc1cccc(F)c1,11%[10.9 µM],-13%,-10%,?
C=CCn1c(=O)c2ccccc2n2c(SCC(=O)NCc3cccs3)nnc12,2%,-17%,-3%,?
C=CCOC(=O)CC(NC(=O)c1ccccc1)c1ccccc1 (stereo not drawn),-1%,6%,7%,0.9%
Cc1noc(C)c1C(=O)NC1CCCc2ccccc21 (stereo not drawn),12%,12%,7%,1.8%
Cc1ccc(C)c(NC(=O)CSc2nncn3c2cc2sccc23)c1,-13%[10.9 µM],-28%,-6%,?
Cc1nc(N2CCC(C)CC2)c2oc3ccccc3c2n1,-17%,-7%,8%,0.9%
CCN1C(=O)C2(C(C#N)=C(N)Oc3n[nH]c(COC)c32)c2ccccc21 (stereo not drawn),15%,7%,10%,0.5%
O=S(=O)(c1cccc(-c2nc3n(n2)Cc2ccccc2-3)c1)N1CCCC1,-15%,-2%,6%,0.2%
Cc1ccccc1CS(=O)(=O)Cc1ccc(C(=O)NCCc2ccccc2)o1,-14%[10.9 µM],-28%,11%,?
SMILES,Imprint erasure,p53ts 39C tox,p53ts 32C tox,IkB signaling
COc1ccc(N2CCN(c3ccc(-c4nc(-c5ccccc5C)no4)cc3[N+](=O)[O-])CC2)cc1,-14%[10.9 µM],1%,-10%,?
COc1ccc(-c2nc(NC(=O)c3cc(C(C)(C)C)nn3C)sc2C)cc1,?,0%,11%,?
CN1CCN(c2ncc3nc(-c4cn(C)c5ccccc45)c(=O)n(CCc4ccccc4)c3n2)CC1,-8%,-27%,-13%,0.6%[11.4 µM]
CCOC(=O)c1cc2c(=O)n3ccccc3nc2n(CC2CCCO2)c1=NC(=O)c1cccc(C)c1 (stereo not drawn),-10%[10.9 µM],-29%,?,-0.9%
O=C(c1ccc(Br)cc1)N1CCN(CCc2ccncc2)CC1,-12%[10.9 µM],28%,1%,2.4%
N#CC1=C(N)NC(SCC(=O)O)=C(C#N)C12CCCC2,-5%,15%,10%,2.6%
O=C(Nc1nnc(S(=O)(=O)Nc2ccccc2)s1)c1ccccc1Cl,?,-6%,-3%,?
COc1cccc(-n2nnnc2SCC(=O)c2cc(OC)ccc2OC)c1,/,5%,-6%,4.6%
Cc1ccc(Cl)cc1N1CCN(C(c2ccc(F)cc2)c2nnc(-c3ccccc3)o2)CC1 (stereo not drawn),-12%[10.9 µM],0%,7%,?
Cc1cc(C)c(NC(=O)Cn2nc(-c3ccncc3)ccc2=O)c(C)c1,17%[10.9 µM],-16%,4%,?
CC(C)c1ccc2oc(-c3cc(NC(=O)c4cccnc4)ccc3Cl)nc2c1,-11%[10.9 µM],?,20µM*,?
O=C(NCCc1ccccc1)c1ccc2c(c1)N(Cc1ccc(F)cc1Cl)C(=O)CS2,7%[10.9 µM],2%,-1%,-1.1%
Cc1c(Cl)cccc1-n1ncc(C(=O)N2CCN(c3ncccn3)CC2)c1C1CCN(C(=O)OC(C)(C)C)CC1,-8%[10.9 µM],-4%,6%,?
CCN(CC)CCCNC(CC(=O)O)C(=O)O (stereo not drawn),9%,-6%,-8%,-0.6%
O=C(Nc1ccc2c(c1)OCO2)N1CCN(S(=O)(=O)c2ccc(Cl)cc2)CC1,-19%,1%,-4%,2.3%
CC1C(=O)Nc2ccc(S(=O)(=O)N3CCCCC3)cc2NC1=O (stereo not drawn),-8%[10.9 µM],-5%,-6%,?
N#Cc1nc(COc2ccc(Cl)cc2Cl)oc1N1CCOCC1,-17%,-4%,-12%,-3.0%
COCCN1C(=O)c2oc3ccccc3c(=O)c2C1c1ccc(O)c(OC)c1 (stereo not drawn),-3%,1%,15%,-3.1%
COc1ccccc1CNc1nc2ccccc2c2nc(-c3cccnc3)nn12,-6%[10.9 µM],-2%,-2%,?
O=C(NCc1cccnc1)c1cc(-c2ccccc2)on1,0%,1%,4%,4.7%
CCC(=O)Nc1ccc2nc(SCc3ccccc3)sc2c1,-8%[10.9 µM],-17%,5%,-1.7%
Cc1ccc2ccccc2c1[N+](=O)[O-],2%,-6%,4%[1.84 µM],1.4%
COc1ccc(C2=C(C)C(=O)N(Cc3ccc(C(=O)Nc4cc(C)ccc4C)cc3)S2(=O)=O)cc1,-15%[10.9 µM],7%,2%,-0.2%
COc1ccc(NC(=O)N2CCCC3(CCN(C(=O)c4cccn4C)CC3)C2)cc1,/,0%,-8%,2.3%[11.4 µM]
COC(=O)COc1ccc(S(=O)(=O)Nc2ccccc2C(=O)OC)cc1,1%,1%,4%,1.7%

# Record cards (already shown):
# `O=C(c1ccc(Br)cc1)N1CCN(CCc2ccncc2)CC1` across the screens: Imprint erasure = -12%[10.9 µM]; p53ts 39C tox = 28%; p53ts 32C tox = 1%; IkB signaling = 2.4%
# `Cc1c(Cl)cccc1-n1ncc(C(=O)N2CCN(c3ncccn3)CC2)c1C1CCN(C(=O)OC(C)(C)C)CC1` across the screens: Imprint erasure = -8%[10.9 µM]; p53ts 39C tox = -4%; p53ts 32C tox = 6%; IkB signaling = ?

# Taken from the listing, six compounds:
SMILES,Imprint erasure,p53ts 39C tox,p53ts 32C tox,IkB signaling
O=C(NCCc1ccccc1)c1ccc2c(c1)N(Cc1ccc(F)cc1Cl)C(=O)CS2,7%[10.9 µM],2%,-1%,-1.1%
Cc1c(Cl)cccc1-n1ncc(C(=O)N2CCN(c3ncccn3)CC2)c1C1CCN(C(=O)OC(C)(C)C)CC1,-8%[10.9 µM],-4%,6%,?
CCN(CC)CCCNC(CC(=O)O)C(=O)O (stereo not drawn),9%,-6%,-8%,-0.6%
O=C(Nc1ccc2c(c1)OCO2)N1CCN(S(=O)(=O)c2ccc(Cl)cc2)CC1,-19%,1%,-4%,2.3%
CC1C(=O)Nc2ccc(S(=O)(=O)N3CCCCC3)cc2NC1=O (stereo not drawn),-8%[10.9 µM],-5%,-6%,?
N#Cc1nc(COc2ccc(Cl)cc2Cl)oc1N1CCOCC1,-17%,-4%,-12%,-3.0%

# Next entries:
SMILES,Imprint erasure,p53ts 39C tox,p53ts 32C tox,IkB signaling
Cc1cc(NC(=O)COn2nnc3ccc(Cl)cc32)no1,-5%,3%,8%,0.5%
Cc1ccc2nc(N3CCOCC3)c3nncn3c2c1,-18%,-4%,1%,-3.8%
COc1ccc(Nc2nc(N)nc(SCc3nnc(C)s3)n2)cc1,-17%,-24%,-3%,-1.2%
Cc1ccccc1NS(=O)(=O)c1ccc(F)cc1,-6%,7%,6%,-0.2%
COc1ccc(-c2nnc(SCC(=O)/C(C#N)=C(\C)N)o2)cc1,-37%[inhibitor],-9%,-5%,-0.7%
COc1cc(-c2nn3c(Cc4ccccc4)nnc3s2)cc(OC)c1OC,-15%,9%,8%,-0.8%
CCOC(=O)c1ccccc1NC(=O)c1cn(CC)c2nc(C)ccc2c1=O,-2%,-5%,-2%,0.0%
COCCNC(=O)C(C)OC(=O)c1cc2occc2n1C (stereo not drawn),6%,3%,1%,-0.6%
COc1cccc(-c2nnc(SCC(=O)Nc3cc(C)ccc3OC)n2N)c1,-8%,14%,7%,-3.0%
C[C@@]12CCC3c4ccc(OS(=O)(=O)O)cc4CCC3C1CCC2O (stereo partly drawn),13%,6%,0%,/
COC(=O)c1c(C)[nH]c(C(=O)COC(=O)Cc2ccc3c(c2)OCCO3)c1C,-7%,-14%,2%,?
Cn1c(CNc2ccccn2)c(C#N)c2ccccc21,-16%,-9%,1%,1.8%
COc1ccc(C2C(C(N)=O)=C(C)Nc3nc(-c4ccccc4Cl)nn32)c(OC)c1 (stereo not drawn),-3%,-2%,-4%,5.7%
COc1ccccc1N1CCN(c2nc3ccc(C(=O)c4ccccc4)cc3n3c(C)nnc23)CC1,6%[10.9 µM],38%[activator],2%,0.4%
O=C(NCC1OCCc2ccccc21)c1ccc(NC(=O)c2ccc(Cl)cc2)cc1 (stereo not drawn),/,-4%,5%,/
COc1ccc(C)cc1NS(=O)(=O)c1ccc2c(c1)CCCN2C(C)=O,-5%[10.9 µM],-27%,5%,-0.4%
Cn1c(SCC(=O)Nc2ccc(F)cc2)nnc1-c1cccnc1,-4%,1%,5%,?
CCn1c(C(=O)N2CCC(C(=O)NCCc3ccc(OC)cc3OC)CC2)cc2sccc21,-4%[10.9 µM],-26%,12%,?
Cc1ccc(NC(=O)c2ccc(F)c(S(=O)(=O)N3CCc4ccccc4C3)c2)cc1F,-16%[10.9 µM],-19%,3%,?
CCOC(=O)c1cc2c(=O)n3ccccc3nc2n(CCCOC)c1=NC(=O)C(C)Oc1ccccc1 (stereo not drawn),-14%[10.9 µM],-9%,0%,-4.7%
Cc1ccc(CNc2cc(-c3nn4c(C)nnc4s3)ccc2C)s1,-21%,-12%,2%,-2.3%
COC(=O)C1=C(C)N=C2SCCC(=O)N2C1c1ccc(C(=O)OC)cc1 (stereo not drawn),-9%,4%,8%,-1.3%
CNCC[C@H](Oc1ccccc1C)c1ccccc1,/,13µM*,-18%,-6.2%
O=C(CSc1nc2cccnc2n1Cc1ccccc1)NC1CCCCC1,/,12%,4%,/
COC(=O)[C@@]1(Cc2ccc(F)cc2)[C@H]2c3cc(C(=O)N(C)C)n(Cc4ccc(OC)c(OC)c4)c3C[C@H]2CN1C(=O)c1ccccc1,-10%,-6%,22%,/
O=C(NCc1ccco1)C(c1cccnc1)N(C(=O)Cn1nnc2ccccc21)c1ccccc1 (stereo not drawn),-9%,2%,12%,-0.7%
COc1cc(C2C3=C(Nc4ncnn42)c2ccccc2CC3)cc(OC)c1OC (stereo not drawn),-24%,-4%,8%,8.7%
COCCc1nn2c(=O)cc(COC(=O)COc3ccc(F)cc3)nc2s1,-7%[10.9 µM],3%,3%,-4.2%
COc1cccc(Cn2c(=O)n(CC3CCC(C(=O)N4CCOCC4)CC3)c(=O)c3sccc32)c1 (stereo not drawn),-19%[10.9 µM],-14%,-1%,0.4%
CCOc1ccc2c(c1)NC(c1cccs1)=NC(c1ccc(F)cc1)=N2,0%[10.9 µM],-31%,7%,?
